High-throughput results (PubChem BioAssay)
Insulin prom inh – TRM-6 insulin promoter activity inhibition | TRM-6 cells (human fetal islet line), insulin promoter-eGFP reporter, imaging; reporter expression induced with tamoxifen | inhibition, % at 2 µM | actives 0.9% (n = 130,000);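 active = inhibition above the mean plus 3 SD, with well images judged a real hit on visual review, cut at about 60% in these data, passing the limit was not always enough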
sdo1 growth – restores growth of sdo1-depleted yeast; S. cerevisiae sdo1-depleted JHY4D growth rescue, OD600 30 h; stronger effect = higher value; pdr5 snq2 efflux-pump mutant strain; z-score at 10 µM; actives 0.21% (n = 140,000);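 active = z-score above 3 at both the 24 hr and the 30 hr optical density reads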;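 note: z-score against mean and SD of all compound wells on the same plate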
sdo1 growth Rescue 24 h – also measured in sdo1 growth; calls as there; z-score; S. cerevisiae sdo1-depleted JHY4D growth rescue, OD600; measured here: growth rescue at 24 h;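 0 is the plate mean of compound wells and units are plate SD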
Active calls of the source: *; i = inactive; nt = not tested or not shown. An unsorted share of the library. About 0.99% of those tested had a hit in this group.

molecule | Insulin prom inh | sdo1 growth | sdo1 growth Rescue 24 h
COc1ccc(-n2c(=O)c3ccccc3n(CC(=O)Nc3ccccc3OC)c2=O)cc1 | 46.0 | nt | nt
O=C(OCC(=O)N1CCCCCC1)c1cccs1 | 17.2 | 1.34 | 1.6
Cc1onc(-c2c(F)cccc2Cl)c1C(=O)OCC(=O)NC(=O)NCC(C)C | -146.7 | nt | nt
CN1C(=O)C(=C2CCCCCC2)SC1=S | nt | -0.11 | -0.52
CC(Oc1ccc(Cl)cc1Cl)c1nc(-c2ccc(NC(=O)c3ccco3)cc2)no1 (stereo not drawn) | 15.4 | -1.3 | -1.43
CCCn1c(C(O)c2ccc3c(c2)OCO3)nc2ccccc21 (stereo not drawn) | 13.3 | -0.05 | -0.28
COc1cc(OC)cc(-c2cc(N)n(S(=O)(=O)Cc3ccccc3)n2)c1 | nt | -1.13 | -1.53
CCN(CC)S(=O)(=O)c1cc(C(=O)O)c(Cl)cc1Cl | -20.8 | 0.59 | 0.18
O=C(COC(=O)CCc1c[nH]c(=O)[nH]1)Nc1ccccc1 | nt | 1.41 | 1.31
C#CCOCCOCCOCCNc1nc(N2CCOCC2)nc(N2CCN(C(=O)Cn3cc(CCCN=C(N)N)nn3)CC2)n1 | 40.0 | 0.07 | -0.44
CCC(CC)C(=O)NCCc1cc2ccc(OC)cc2[nH]c1=O | -18.2 | 0.59 | 0.15
O=C(CSC1=NC(=O)C(c2ccccc2)C(=O)N1)Nc1ccccc1Cl (stereo not drawn) | 3.1 | 1.79 | 2.68
CCOC(=O)C1CCCN(C(=O)c2cn(C)c3ccc(S(=O)(=O)N(C)C)cc3c2=O)C1 (stereo not drawn) | nt | -1.18 | -1.11
CCOc1ccccc1NC(=O)COC(=O)C(CC(C)C)N1C(=O)C2CC=CCC2C1=O (stereo not drawn) | nt | -0.6 | -0.71
CC(C)Cc1csc(NC(=O)c2ccc(Cl)cc2)c1C(=O)O | nt | 0.27 | -0.28
O=C(CSc1nnc(-c2cccnc2)n1-c1ccccc1)Nc1ccc2c(c1)OCO2 | -122.7 | 1.54 | 0.63
CNC(=O)NC(=O)C(C)OC(=O)c1c2c(nc3ccccc13)/C(=C/c1cccs1)CC2 (stereo not drawn) | nt | -0.34 | 0.29
Cc1cc(NC(=O)CSc2nc3c(cc2C#N)CCCC3)no1 | -23.1 | 0.12 | 0.42
O=C(O)CCCCCNS(=O)(=O)c1cccc2nsnc12 | 0.0 | 2.07 | 2
COCc1nc2ccccc2n1Cc1cccc(C)c1 | 22.9 | 0.05 | 2
O=C(COc1ccc(Br)cc1)Nc1ccc(Cc2ccncc2)cc1 | 23.1 | nt | nt
CCc1c(C#N)c(SCCC(=O)Nc2ccc(OC)cc2)nc2c1C(=O)CC(C)(C)C2 | -13.5 | -0.26 | 1.34
CCn1ncc(Br)c1C(=O)N(C)C12CC3CC(CC(C3)C1)C2 | nt | -1 | -0.4
CCC(C)(C)n1nnnc1C(c1ccc(C)cc1)N1CCN(C(=O)c2ccco2)CC1 (stereo not drawn) | 56.2 | -0.17 | -0.42
CCN(Cc1ccccc1)C(=S)Nc1cc(C(=O)OC)ccc1C(=O)OC | -72.4 | -0.46 | -0.5
COc1ccc(NC(=O)CCCNS(=O)(=O)c2cccs2)cc1 | 3.9 | 0.04 | -0.65
COc1ccc(-c2ccc(SCC(=O)N3c4ccccc4CC3C)nn2)cc1OC (stereo not drawn) | 11.4 | -2.31 | -1.87
COc1cccc(CN(C)CC(=O)NC(=O)NCc2ccco2)c1 | -44.7 | 0.79 | 1.28
CCOc1ccc(N/C=C/C(=O)c2ccc3ccccc3c2)c([N+](=O)[O-])c1 | -4.5 | 0.84 | 2.16
O=c1nc2scc(-c3ccccc3)n2c2ccccc12 | -63.6 | -0.91 | -0.37
Cc1cccc(C2Nc3ccccc3C(=O)N2CCc2ccccc2)n1 (stereo not drawn) | 40.0 | -0.63 | -0.79
CSCC(=O)NS(=O)(=O)c1ccc(C)cc1 | 45.0 | 0.72 | 0.4
COC(=O)c1c(NC(=O)CN2C(=O)NC3(CCC(C(C)(C)C)CC3)C2=O)sc2c1CCCCC2 (stereo not drawn) | nt | -0.63 | -0.26
Cc1c(NC(=O)c2ccc3ncccc3c2)c(=O)n(-c2ccccc2)n1C | 5.1 | 0.5 | -0.27
CC(=O)c1cc2c(cc1NC(=O)CN1CCCCC1C)OCO2 (stereo not drawn) | 3.5 | 1.62 | 0.01
O=C(OCCN1C(=O)c2cccc3c(N4CCOCC4)ccc(c23)C1=O)c1ccc(Cl)cc1Cl | nt | 0.15 | 0.11
Cc1ccc2nc(SC(C(=O)c3ccccc3)c3ccccc3)nc(C)c2c1 (stereo not drawn) | -11.1 | -1.14 | -0.58
Nc1ccc(C(=O)c2cccs2)cc1 | nt | -0.02 | -0.07
CN1C(=O)CSc2ccc(NC(=O)N3CCOCC3)cc21 | -66.7 | 1.11 | 1.31
CC1CCCCC1NC(=O)CN1C(=O)NC(Cc2ccccc2)(Cc2ccccc2)C1=O (stereo not drawn) | 23.9 | -1 | -1.91

A draw from above in order of length of the SMILES, highest first.
molecule | Insulin prom inh | sdo1 growth | sdo1 growth Rescue 24 h
COC(=O)c1c(NC(=O)CN2C(=O)NC3(CCC(C(C)(C)C)CC3)C2=O)sc2c1CCCCC2 (stereo not drawn) | nt | -0.63 | -0.26
O=C(OCCN1C(=O)c2cccc3c(N4CCOCC4)ccc(c23)C1=O)c1ccc(Cl)cc1Cl | nt | 0.15 | 0.11
CCOc1ccccc1NC(=O)COC(=O)C(CC(C)C)N1C(=O)C2CC=CCC2C1=O (stereo not drawn) | nt | -0.6 | -0.71
COc1ccc(-n2c(=O)c3ccccc3n(CC(=O)Nc3ccccc3OC)c2=O)cc1 | 46.0 | nt | nt
CC1CCCCC1NC(=O)CN1C(=O)NC(Cc2ccccc2)(Cc2ccccc2)C1=O (stereo not drawn) | 23.9 | -1 | -1.91
COc1cc(OC)cc(-c2cc(N)n(S(=O)(=O)Cc3ccccc3)n2)c1 | nt | -1.13 | -1.53
Cc1ccc2nc(SC(C(=O)c3ccccc3)c3ccccc3)nc(C)c2c1 (stereo not drawn) | -11.1 | -1.14 | -0.58
CCn1ncc(Br)c1C(=O)N(C)C12CC3CC(CC(C3)C1)C2 | nt | -1 | -0.4
O=C(COC(=O)CCc1c[nH]c(=O)[nH]1)Nc1ccccc1 | nt | 1.41 | 1.31
O=C(COc1ccc(Br)cc1)Nc1ccc(Cc2ccncc2)cc1 | 23.1 | nt | nt
COc1cccc(CN(C)CC(=O)NC(=O)NCc2ccco2)c1 | -44.7 | 0.79 | 1.28
CSCC(=O)NS(=O)(=O)c1ccc(C)cc1 | 45.0 | 0.72 | 0.4

Following part
molecule | Insulin prom inh | sdo1 growth | sdo1 growth Rescue 24 h
CCN(CC)C(=O)CSC1=Nc2ccccc2C2=NC(Cc3c[nH]c4ccccc34)C(=O)N12 (stereo not drawn) | -39.5 | 0.55 | -0.58
CCCOC(=O)NC1CCS(=O)(=O)C1 (stereo not drawn) | -28.6 | 0.44 | 0.22
CCn1c2ccccc2c2nn(C)c(=N)nc21 | 3.0 | 0.72 | -0.2
CCOC(=O)C1(C(=O)OCC)CC1c1ccccc1 (stereo not drawn) | -23.3 | 0.59 | 0.11
CCN(CC)S(=O)(=O)c1ccc(C)c(NC(=S)N2CCN(Cc3ccc4c(c3)OCO4)CC2)c1 | 31.6 | nt | nt
CCCC(=O)N1N=C(c2ccccc2)CC1c1cn(C)c2ccccc12 (stereo not drawn) | -67.7 | -0.83 | -0.69
CCOC(=O)C1CCN(C(=O)c2cccc(Cl)c2)CC1 | -407.7 | 0.69 | -0.2
CCC(C)C1NC(=S)N(Cc2ccccc2)C1=O (stereo not drawn) | -34.5 | -0.08 | 0.52
Cc1ccc(-n2c(C)cc(/C=N/NC(=O)Cn3c4ccccc4c(=O)c4ccccc43)c2C)cc1 | -37.5 | -0.37 | -0.04
CCOC(=O)c1c(C)n(C)c2ccc(OCC(O)Cn3c(C)nc4ccccc43)cc12 (stereo not drawn) | 12.9 | -0.59 | -0.91
O=C1NC(c2ccccc2OC(F)F)Oc2ccccc21 (stereo not drawn) | -150.0 | nt | nt
COc1ccc(NC(=S)NC2CCCCC2)c(OC)c1 | -45.5 | nt | nt
Cc1ccc(S(=O)(=O)NCc2ccc(C(=O)NC3CC3)cc2)cc1 | -38.9 | 0.35 | -0.33
Cc1ccc(S(=O)(=O)/C(C#N)=C/c2c(N3CCC(C(N)=O)CC3)nc3c(C)cccn3c2=O)cc1 | 21.9 | 0.75 | 0.51
Cc1ccc(C)n1-c1cccc(C(=O)O)c1 | nt | 1.36 | 0.09
C=CCc1cc(Cl)ccc1OCCCNC(C)CC (stereo not drawn) | -28.6 | -1.11 | -0.57
O=C(/C=C/c1ccc(N2CCC(c3ccccc3)=N2)cc1)c1ccccc1 | -455.6 | nt | nt
Cc1ccnc(N/C=C(\C#N)c2nc(-c3cccc(Br)c3)cs2)c1 | -12.5 | -2.05 | -0.84
CC1CN(C(=O)c2cccs2)CCN1C(=O)c1cccs1 (stereo not drawn) | -15.6 | -0.23 | -0.73
CCCCOc1ccc(C(=O)NCC(=O)OCC(=O)N2CCN(S(=O)(=O)c3ccc(C)cc3C)CC2)cc1 | -7.1 | -0.04 | 0.22
COc1ccc(/C=C/C(=O)c2ccc(O)cc2)cc1CN1CCOCC1 | 10.0 | -0.99 | -1.5
COc1cccc(-c2nc(-c3ccc4c(c3)NC(=O)CO4)cs2)c1 | 18.2 | nt | nt
COc1ccccc1CNC(=O)CS(=O)Cc1nc(-c2ccccc2C)oc1C (stereo not drawn) | nt | -0.33 | -0.61
Cc1ccc2nc(C)c(C(=O)N/N=C/c3ccc(N4CCOCC4)cc3)cc2c1 | nt | -0.02 | 0.28
COC(=O)C1=C(C)N=C2SC(C)C(=O)N2C1c1cccc(F)c1 (stereo not drawn) | 0.0 | -0.75 | -0.96
O=C(CN(C1CCCCC1)S(=O)(=O)c1ccc(Cl)cc1)NCc1ccncc1 | nt | 0.13 | -0.14
O=C(Nn1c(-c2ccccc2)nc2ccccc2c1=O)c1ccco1 | nt | -0.12 | -0.33
Clc1nc(Cl)nc(NCCC2=CCCCC2)n1 | 6.2 | nt | nt
CC1=NN(C(=O)c2csc(C)c2)C(O)(C(F)(F)F)C1 (stereo not drawn) | 11.4 | 0.82 | -0.2
Cc1ccccc1C(=O)O/N=C(\N)c1ccncc1 | i | -0.2 | 0.32
CC(CC(=O)Nc1cc(C(F)(F)F)ccc1Cl)c1ccccc1 (stereo not drawn) | -30.0 | -0.75 | -0.41
CCOc1cc(Br)c(C(=O)O)cc1OCC | 10.5 | 0.32 | 0.27
COc1cccc(C(=O)Nc2cccc(C(C)=O)c2)c1 | nt | 0.89 | 0.07
CCN(CC)c1ccc(/C=N/n2nnnc2N)c(O)c1 | 14.3 | 0.19 | 0.3
CO/N=C/NC(=O)Cc1cn(-c2ncc(C(F)(F)F)cc2Cl)c2ccccc12 | 3.3 | -0.33 | 2.41
CCn1c(=N)n(CC(=O)c2ccc(OC)c(OC)c2)c2ccccc21 | 0.0 | 0.42 | -0.69
CCOc1ccccc1OCCCOc1ccc(C)cc1Cl | 20.0 | 0.45 | -0.15
COc1ccc(N(CC(=O)O)S(=O)(=O)c2cccnc2)cc1 | -50.0 | 0.45 | -0.53
CCOC(=O)C1=C(C)N=c2s/c(=C3/C(=O)Nc4ccccc43)c(=O)n2C1c1ccc(C)cc1 (stereo not drawn) | -14.3 | -1.49 | -1.23
Cn1c(CCC(=O)OCC(=O)NCc2ccccc2Cl)nc(=O)c2ccccc21 | -45.0 | nt | nt
CN(C)S(=O)(=O)c1ccc(S(=O)(=O)N(CC(=O)Nc2ccccc2)Cc2ccco2)cc1 | -12.9 | -0.76 | 0.5
O=c1[nH]c(CN2CCOCC2)nc2cc(Cl)ccc12 | -38.5 | nt | nt
Cc1nc2nc(Cc3ccccc3)[nH]n2c(=O)c1Cc1ccccc1 | 48.5 | -0.03 | -0.03
c1n[nH]c(NCc2ccc3c(c2)OCO3)n1 | -56.2 | -0.12 | 0.05
COc1ccc(NS(=O)(=O)c2ccc3c(c2)CCC(=O)N3)c(OC)c1 | 19.4 | -0.25 | -0.27
COc1cc(-c2nc(S(=O)(=O)c3ccc(C)cc3)c(N(C)C)o2)cc(OC)c1OC | -23.5 | 0.58 | 0.53
COc1ccc(S(=O)(=O)N(C)c2ccc(C(=O)N3CCOCC3)cc2)cc1OC | 20.0 | 0.36 | -0.14
COc1ccc(C(=O)NCC(=O)OCC(=O)c2ccc3c(c2)NC(=O)CO3)cc1OC | -100.0 | nt | nt
Clc1cccc(-c2cc3nc4c(c(N5CCOCC5)n3n2)CCCC4)c1 | 22.2 | -1.77 | -0.96
Cc1ccc(NC(=S)NC(C)CCc2ccccc2)cc1C (stereo not drawn) | 6.7 | -1.93 | -2.33
COc1cc(OC)cc(C(=O)Nc2cccc(N3CCCC3)c2)c1 | -9.5 | 0.04 | 0.1
Cc1c(Cl)cnc(NC(=O)CSc2nnc3ccccn23)c1Cl | 8.1 | 0.97 | -0.03
C/C(CC(=O)Nc1cccnc1)=N\NC(=O)C(=O)Nc1cccc(C)c1 | -28.6 | 1.09 | 0.63
CCOC(=O)Cn1cc(/C=N/NC(=O)c2ccc(C#N)cc2F)c2ccccc21 | -23.9 | 0.29 | 0.09
O=S(=O)(c1ccc(Cl)cc1)N1CCC(N2CCCCCC2)CC1 | nt | -0.6 | 0.43
O=C(NCc1ccco1)c1cc2n(n1)C(C(F)(F)F)CC(c1ccc(Br)cc1)N2 (stereo not drawn) | -45.5 | -1.95 | -1.61
O=c1oc2ccccc2c(N2CCCC2)c1CN1CCCC1 | nt | 0.33 | -0.54
Cc1ccc(-c2nc(N=Nc3ccc(O)cc3)n[nH]2)cc1 | -13.7 | 0.21 | 0.29
COc1cc(C(=O)NCCC(=O)NCc2ccc3c(c2)OCO3)cc(OC)c1OC | nt | -0.19 | -0.75
